# Source: PubChem BioAssay
# Pol eta inh: blocks human DNA polymerase eta activity; hit rate 1.2% among 390,000; Potency, µM (highest dose often 114 µM), without a hit: at the highest dose activity change, negative = inhibition, hits mostly inhibitors; AID 588591; Q9Y253; recombinant Pol eta, fluorescent DNA replication assay; also: % is scaled to controls: 0 for no effect and ±100 for the full control effect
# Target sequence (Q9Y253 whole entry, looked up): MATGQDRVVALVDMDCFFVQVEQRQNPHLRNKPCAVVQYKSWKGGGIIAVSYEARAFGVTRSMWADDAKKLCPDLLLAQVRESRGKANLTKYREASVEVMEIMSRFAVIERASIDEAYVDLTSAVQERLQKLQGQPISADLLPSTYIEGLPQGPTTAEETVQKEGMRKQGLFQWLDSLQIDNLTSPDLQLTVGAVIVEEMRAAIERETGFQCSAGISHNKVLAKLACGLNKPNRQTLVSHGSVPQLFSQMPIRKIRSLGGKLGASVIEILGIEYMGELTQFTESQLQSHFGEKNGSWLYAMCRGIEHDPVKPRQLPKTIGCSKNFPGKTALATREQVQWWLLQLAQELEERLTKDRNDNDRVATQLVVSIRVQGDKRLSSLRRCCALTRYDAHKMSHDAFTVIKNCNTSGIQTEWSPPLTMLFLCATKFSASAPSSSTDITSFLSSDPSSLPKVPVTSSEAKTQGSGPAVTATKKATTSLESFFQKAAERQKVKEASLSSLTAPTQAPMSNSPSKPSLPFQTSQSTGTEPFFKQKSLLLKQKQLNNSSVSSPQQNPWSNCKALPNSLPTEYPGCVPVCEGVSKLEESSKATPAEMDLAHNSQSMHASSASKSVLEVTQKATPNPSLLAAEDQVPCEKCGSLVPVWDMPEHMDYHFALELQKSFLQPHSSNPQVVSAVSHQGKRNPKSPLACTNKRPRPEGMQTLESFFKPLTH
#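 Pol eta (10 nM) was preincubated with compounds for 15 min at room temperature, after which fluorescent replication substrate (50 nM final) was added to start the reaction. Fluorescence was read kinetically at 0 and 10 min.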
# POLI inh: blocks human DNA polymerase iota activity | Q9UNA4 | Pol iota fluorescent replication assay, 10 min | Potency, µM (highest dose often 115 µM), without a hit: top-dose activity, negative = inhibition, most hits filed as inhibitors | hit rate 1% among 390,000 | AID 588590
#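 Pol iota at 10 nM preincubated 15 min with compounds at room temperature; reaction started with fluorescent substrate, 50 nM final. Fluorescence read kinetically at 0 and 10 min; buffer-only wells as negative control.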
# APE1 inh: APE1 (human) endonuclease inhibition; P27695; hit rate 0.35% among 350,000; AID 2517; recombinant APE1, TAMRA/BHQ-2 abasic DNA cleavage fluorescence; Potency, µM (titrated, usually from 65.8 µM), for inactives: at the highest dose activity change, negative = inhibition, most hits filed as inhibitors;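 also: plate controls were vehicle for no effect and reference inhibitor for full effect; nearly all actives have a fitted effect of over 55% in size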
# Target sequence (P27695 whole entry, looked up): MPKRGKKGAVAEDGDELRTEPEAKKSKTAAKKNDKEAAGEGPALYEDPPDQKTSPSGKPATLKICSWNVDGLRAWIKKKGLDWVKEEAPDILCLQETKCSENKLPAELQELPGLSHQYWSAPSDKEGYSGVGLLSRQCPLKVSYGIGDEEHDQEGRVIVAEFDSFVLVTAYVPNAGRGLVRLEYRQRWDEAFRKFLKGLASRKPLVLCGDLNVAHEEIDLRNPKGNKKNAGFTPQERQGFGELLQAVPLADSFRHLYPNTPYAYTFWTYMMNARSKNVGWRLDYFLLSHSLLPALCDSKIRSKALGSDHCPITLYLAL
#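 Kinetic fluorescence read (525 ex/598 em nm, three reads 60 s apart) of AP-site incision; signal = third minus first read. Enzyme 0.75 nM, dual-labelled THF duplex 50 nM, compound preincubation 15 min RT.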
# Pol kappa inh: blocks human DNA polymerase kappa activity | Potency, µM (highest dose often 107 µM), inactives show at the highest dose activity, negative = inhibition, most hits filed as inhibitors | Q9UBT6 | purified Pol kappa, fluorescent DNA synthesis assay, 10 min | hit rate 0.53% among 400,000 | AID 588579; also: % is scaled to controls: 0 for no effect and ±100 for the full control effect
#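 10 nM Pol kappa was preincubated with compounds for 15 min at room temperature. Reaction started with 50 nM (final) substrate. Fluorescence read kinetically at 0 and 10 min.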
# Pol beta inh: DNA polymerase beta (human) inhibition. P06746. Pol beta primer extension/strand displacement, fluorescence kinetic. Potency, µM (doses to about 114 µM), without a hit: at the top dose activity change, negative = inhibition, usual class: inhibitors. hit rate 1.3% among 340,000; also: % is scaled to controls: 0 for no effect and ±100 for the full control effect
#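 Human Pol beta at 10 nM; strand-displacement substrate 50 nM final. Compound exposure 15 min at room temperature before start, reaction 10 min at room temperature.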
# G9a inh: inhibitors of human histone lysine methyltransferase G9a; G9a H3K9 monomethylation, AlphaScreen, 2 h; AID 504332; Potency, µM (highest dose often 102 µM), inactives show at the highest dose activity, negative = inhibition, hits mostly inhibitors; hit rate 8.8% among 350,000; Q96KQ7; also: % is scaled to controls: 0 for no effect and ±100 for the full control effect; nearly all actives have a fitted effect of over 75% in size
#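 Quantitative HTS format: methyltransferase activity on a biotin-tagged H3K9 peptide is measured by AlphaScreen, using a rabbit anti-monomethyl-H3K9 antibody with streptavidin donor and anti-IgG acceptor beads. Final levels are 20 nM enzyme, 500 nM peptide, 20 uM SAM; 2 h RT.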
# BLM inh: blocks DNA unwinding by human BLM helicase | recombinant BLM DNA unwinding, fluorescence dequenching | Potency, µM (top dose mostly 56.1 µM), for inactives: at the top dose activity change, negative = inhibition, usual class: inhibitors | hit rate 0.2% among 350,000 | AID 2528;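 also: plate controls were vehicle for no effect and no enzyme for full effect; nearly all actives have a fitted effect of over 35% in size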
# BAZ2B inh: BAZ2B (human) inhibition | hit rate 4.4% among 360,000 | AID 504333 | Potency, µM (titrated, usually from 114 µM), for the others: at the top dose activity change, negative = inhibition, hits mostly inhibitors | AlphaScreen BAZ2B-H3K14Ac peptide displacement | Q9UIF8; also: % is scaled to controls: 0 for no effect and ±100 for the full control effect; nearly all actives have a fitted effect of over 60% in size
#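 Inhibition is scored as reduced AlphaScreen emission. The BAZ2B/b-H3(5-23)K14Ac complex (50 nM each) in PBS pH 7.4, 0.01% Tween-20 meets compound (up to 110 uM) for 30 min at RT before bead addition.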
# JMJD2A Tudor: blocks the human JMJD2A Tudor domain; AID 504339; O75164; hit rate 4.4% among 390,000; Potency, µM (top dose mostly 114 µM), for inactives: top-dose activity change, negative = inhibition, most hits filed as inhibitors; AlphaScreen JMJD2A-Tudor / H3K4me3 peptide binding; also: % is scaled to controls: 0 for no effect and ±100 for the full control effect; nearly all actives have a fitted effect of over 50% in size
# * marks the source's active call; other numbers are inactive results; u = inconclusive; x = not tested or not shown; [ ] = another dose, or the depositor's remark. Calls follow the shape of the dose curve; as a rule, active = well fitted curve in the direction sought with a large enough effect; inconclusive = small, poorly fitted or top-dose-only effect, or another doubt; inactive = no such curve, though single readings can be large; an effect the other way counts as inactive or inconclusive. Potency is read from the fitted curve at half-maximal effect. An excerpt; count on the stated rates, not on these rows.
SMILES,Pol eta inh,POLI inh,APE1 inh,Pol kappa inh,Pol beta inh,G9a inh,BLM inh,BAZ2B inh,JMJD2A Tudor
O=C(OCC(=O)N1CCN(c2ccccc2)CC1)c1cccs1,-18.6%,44.4%[activator],8.2%,-9.5%,x,u,x,-5.5%,-17.9%
Cc1ccc(S(=O)(=O)NC2CC2)s1,-9.1%,39.9%[activator],9.0%,-10.4%,11.5%,x,1.0%,-5.7%,-17.6%
CCOC(=O)c1ccc(NC(=O)c2cccc(S(=O)(=O)N3CCOCC3)c2)cc1,u,-5.0%,-3.2%,-17.1%,12.1%,-1.7%[59 µM],-6.2%,x,-17.7%
CCCCOc1ccc(C(=O)Nc2ccc(S(=O)(=O)Nc3onc(C)c3C)cc2)cc1,x,x,11.6%,x,5.5%,-13.7%,0.0%,-33.1%,x
Cc1ccc(CCNC(=O)c2ccc(Cn3c(=O)c4cccn4c4cccnc43)cc2)cc1,u,79.4µM*,x,-16.9%,u,6.2%[59 µM],-8.8%,-16.2%,-28.6%
Cc1ccc(-c2noc(-c3ccccc3C(=O)N3CCN(C)CC3)n2)cc1,2.2%,-15.9%,-1.6%,-3.3%,25.9%,7.8%,2.8%,-2.2%,-26.2%
CCOc1ccccc1Nc1nc2c(S(=O)(=O)c3ccc(C)cc3)nnn2c2ccsc12,1.0%,-3.7%,x,3.6%,21.8%,-0.2%[59 µM],-0.4%,3.9%,-16.5%
O=c1c2ccccc2ncn1CCCOc1ccccc1[N+](=O)[O-],-7.6%,18.4%,-1.1%,-1.2%,3.5%,6.6%,1.8%,4.4%,1.3%
CCc1ccc2c(CN3CCOCC3)cc(=O)oc2c1,-15.4%,12.1%,4.9%,7.5%,24.9%,1.1%,0.2%,0.4%,-0.7%
C=CCOc1ccc(/C=N\NC(N)=S)cc1,-21.4%,7.5%,2.1%,-15.7%,1.1%,x,-8.7%,u,-24.2%
CC1(NC(=S)Nc2ccc3ccccc3c2)CCS(=O)(=O)C1 (stereo not given),-18.1%,43.3%[activator],0.8%,1.9%,14.5%,-1.8%[59 µM],-2.4%,-10.3%,-19.3%
CCOC(=O)c1c(C)[nH]c(C)c1S(=O)(=O)N(C)CC(=O)N1CCN(c2ccccc2OC)CC1,0.0%,-2.8%,x,-4.1%,5.2%,-25.1%[59 µM],-10.3%,-16.2%,-17.9%
CCNc1nc(OCCNS(=O)(=O)c2cc(C)ccc2C)nc(N(C)C)n1,-13.6%,-3.3%,0.1%,-13.4%,-27.1%,-5.3%[59 µM],-2.7%,12.6%,-10.3%
CCOC(=O)N1CCN(C(=S)NC(C)(C)C)CC1,-14.5%,8.9%,-5.8%,2.4%,0.3%,-7.0%[59 µM],-7.8%,10.0%,-1.8%
O=C(CN1C(=O)COc2ccccc21)Nc1ccccc1F,-9.9%,25.7%,14.0%,13.6%,30.4%,37.3%,-0.2%,-0.7%,-18.9%
COc1ccc(NC(=O)Cc2nnc(SCC(=O)NC3CCCCC3)n2C)cc1,-9.3%,67.3%[activator],46.6%[activator],-6.6%,0.7%,11.4%,1.8%,1.5%,-16.1%
Cc1cc(NC(=O)CSc2nc3ccccc3c(=O)n2Cc2ccccc2)no1,10.0%,12.0%,-1.9%,1.9%,0.7%,0.6%,0.1%,-29.7%,0.0%
Cc1csc(/C(=N/OC(=O)c2ccco2)C(N)=O)n1,-13.4%,28.3%,0.5%,15.4%,9.5%,-134.1%[59 µM],-0.7%,u,-3.5%
O=C(NCCCN1CCOCC1)c1cc(-c2cccc(Br)c2)nc2ccccc12,0.1%,-8.3%,-19.8%,-4.8%,u,-0.3%[12.7 µM],-5.1%,-11.8%,-23.3%
c1ccc(Cn2c(-c3ccccc3)nc3nc4ccccc4nc32)cc1,-15.7%,13.6%,-2.8%,-8.3%,23.7%,19.0%[59 µM],-0.4%,8.8%,-6.2%
COc1ccc(-c2ccnc(SCC(=O)c3ccc(Cl)cc3)n2)cc1,-6.6%,6.6%,6.1%,-11.3%,5.3%,61.2%[activator][59 µM],-4.6%,10.5%,3.8%
O=C(N/N=C/c1ccc(OC2CSC2)cc1)c1ccccc1,-12.2%,38.5%,8.7%,-1.2%,11.9%,5.4%[59 µM],-5.7%,-7.7%,-2.3%
Clc1nc(Oc2ccccc2)nc(-c2cn(-c3ccccc3)c3ccccc23)n1,-11.5%,0.6%,u,12.4%,-29.5%,39.8µM*,-2.3%,u,u
O=C(CCC1CCCC1)N[C@@H](Cc1ccc(O)cc1)C(=O)O,-6.2%,3.9%,1.6%,5.1%,30.5%,4.5%[59 µM],-3.8%,-7.7%,-5.0%
Cc1ccn2c(=O)cc(CSc3nnc(NC(=O)c4ccccc4Cl)s3)nc2c1,-7.7%,3.5%,x,-7.3%[60.1 µM],24.4%,6.9%[59 µM],-3.5%,5.0%,-9.4%
SMILES,Pol eta inh,POLI inh,APE1 inh,Pol kappa inh,Pol beta inh,G9a inh,BLM inh,BAZ2B inh,JMJD2A Tudor
CCN1CCN(C(c2cccs2)C(C)NS(=O)(=O)c2ccccc2)CC1 (stereo not given),-9.3%,3.0%,0.4%,-13.8%,-1.0%,-33.9%,-1.1%,x,-16.2%
COc1cccc2sc(NC(=O)c3ccc4c(c3)OCCO4)nc12,-7.4%,1.0%,x,-4.1%[60.1 µM],3.9%,5.4%[59 µM],-1.5%,5.3%,-34.4%
Cc1cccc(-c2nc(CNC(=O)c3ccco3)cs2)c1,0.6%,5.3%,3.9%,-13.6%,-20.5%,50.1µM*,-1.5%,-13.6%,-9.1%
COc1ccc(C(=O)N[C@H](C(=O)NCc2cccs2)C(C)C)cc1,-0.1%,24.4%,u,1.0%,7.5%,-32.9%,-1.9%,-33.6%,-15.2%
Cc1nn(C)cc1CNC(=O)COc1ccc(Cl)cc1Cl,3.9%,11.4%,1.1%,-22.0%,-12.1%,12.6%[59 µM],0.3%,7.5%,-7.6%
CCC(=O)c1ccc(OCC(=O)N2CCc3cc(OC)c(OC)cc3C2)cc1,5.4%,18.1%,0.0%,-7.1%,-3.7%,-34.7%[12.7 µM],-2.7%,9.4%,-14.2%
Cc1csc(NC(=O)C2CCC(C)(C(=O)O)C2(C)C)n1 (stereo not given),2.3%,16.1%,5.0%,-4.9%,11.0%,-1.0%[59 µM],2.1%,-5.6%,-6.3%
COCC(C)n1c(SCC(=O)Nc2oc(C)c3c(C)n[nH]c(=O)c23)nc2ccccc2c1=O (stereo not given),-10.7%,6.1%,-3.8%,-12.3%,43.0%,x,-9.4%,-11.9%,-8.3%
CCOC(=O)c1sc(NS(=O)(=O)c2cc(C)ccc2C)nc1C,2.5%,-3.3%,-4.7%,-18.3%,0.4%,u,-0.8%,-9.5%,-9.2%[57.1 µM]
CCCCc1cc(=O)oc2cc(OCC(=O)NC(Cc3c[nH]c4ccc(O)cc34)C(=O)O)ccc12 (stereo not given),-0.7%,-10.6%,-4.8%,-22.9%,28.9%,x,-4.1%,0.0%,-14.3%
CC(C)CC(c1nnnn1C1CCCC1)N1CCN(c2ccccc2F)CC1 (stereo not given),-16.8%,5.8%,1.1%,-6.6%,-0.2%,7.0%[59 µM],-5.4%,-12.5%,-30.9%
O=C(Nc1ccc2nn(-c3ccccc3)nc2c1)c1cccnc1,-15.0%,10.9%,-1.7%,-4.6%,9.5%,-3.6%,0.6%,-4.4%,15.5%
CC(=NCc1ccc2c(c1)OCO2)C1=C(O)c2ccccc2C1=O,-0.2%,14.2%,-0.8%,1.9%,0.1%,20.2%[59 µM],-0.3%,-4.9%,-8.0%
Cc1ccnc(SCCn2c(Br)nc3c2c(=O)[nH]c(=O)n3C)n1,-10.0%,10.4%,-1.7%,5.6%,2.8%,-7.9%,-4.2%,3.4%,1.3%
CCN(CC)CCCNC(=O)c1sc2nc(-c3ccc(F)cc3)cn2c1C,-9.1%,7.7%,-2.1%,-18.4%,9.2%,-9.3%,40.1%[activator],-2.7%,-25.9%
CCOC(=O)CNC(=O)CSc1nnc(CCc2nc3ccccc3[nH]2)n1C,-11.6%,-6.2%,13.3%,-11.3%,7.7%,x,6.5%,3.6%,-3.3%
O=c1c(CCc2ccccc2)nc2cncnc2n1Cc1ccccc1,x,x,-4.9%,2.1%[60.1 µM],x,3.8%[0.501 µM],-5.8%,x,x
CCc1ccccc1NC(=S)NC1CC2CCC(C1)N2Cc1ccco1 (stereo not given),-4.5%,14.2%,0.6%,-13.5%,20.6%,7.8%,-0.7%,-5.4%,-16.7%
O=C(NC(CO)(CO)CO)[C@@H]1CCCN1S(=O)(=O)c1cccc2cccnc12,-8.4%,-23.7%,-4.1%,0.2%,x,21.9%[2.33 µM],x,-2.9%,-2.8%
COc1ccc(N2CC(O)(c3ccc(OC(F)F)cc3)[N+]3=C2CCCC3)cc1 (stereo not given),-0.5%,142.8%[activator],15.3%,-7.0%,12.9%,8.6%,-2.7%,4.1%,-19.0%
Cc1cc(N2C(=O)C(O)=C(C(=O)c3cccs3)C2c2cccc(Br)c2)no1 (stereo not given),-9.5%,15.2%,-5.3%,-11.4%,17.5%,u,2.0%,-28.9%,-29.4%
COc1ccc(OCC(=O)OCC(=O)NC2CCCCC2C)cc1 (stereo not given),0.9%,-6.9%,-0.3%,-3.6%,x,25.6%[12.7 µM],x,0.8%,-2.0%

# Record cards (already shown):
# `COc1ccc(N2CC(O)(c3ccc(OC(F)F)cc3)[N+]3=C2CCCC3)cc1` (stereo not given) is listed with Pol eta inh: -0.5%; POLI inh: 142.8%[activator]; APE1 inh: 15.3%; Pol kappa inh: -7.0%; Pol beta inh: 12.9%; G9a inh: 8.6%; BLM inh: -2.7%; BAZ2B inh: 4.1%; JMJD2A Tudor: -19.0%
# `Cc1cccc(-c2nc(CNC(=O)c3ccco3)cs2)c1` is listed with Pol eta inh: 0.6%; POLI inh: 5.3%; APE1 inh: 3.9%; Pol kappa inh: -13.6%; Pol beta inh: -20.5%; G9a inh: 50.1µM*; BLM inh: -1.5%; BAZ2B inh: -13.6%; JMJD2A Tudor: -9.1%
